# Bioassay records (PubChem BioAssay)
# FEN1 inh: human FEN1 inhibition | Recombinant FEN1 flap cleavage, fluorescence, 15 min | Potency, µM (top dose mostly 114 µM), inactives show top-dose activity change, negative = inhibition, actives largely listed as inhibitors | actives 0.35% (n = 390,000) | AID 588795; note: nearly all actives have a fitted effect of over 65% in size
# Target sequence (P39748 whole entry, looked up): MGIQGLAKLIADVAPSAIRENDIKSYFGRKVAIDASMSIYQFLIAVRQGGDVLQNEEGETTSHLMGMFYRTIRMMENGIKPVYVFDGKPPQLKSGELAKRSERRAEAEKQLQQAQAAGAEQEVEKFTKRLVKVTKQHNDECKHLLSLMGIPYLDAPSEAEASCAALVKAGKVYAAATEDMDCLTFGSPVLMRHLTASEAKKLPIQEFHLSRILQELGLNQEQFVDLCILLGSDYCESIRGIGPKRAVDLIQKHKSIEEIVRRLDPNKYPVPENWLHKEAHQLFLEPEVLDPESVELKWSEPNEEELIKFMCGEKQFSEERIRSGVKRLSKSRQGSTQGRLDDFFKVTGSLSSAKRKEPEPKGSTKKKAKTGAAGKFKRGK
#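 FEN1 at 10 nM preincubated with compounds 15 min at room temperature, then flap DNA substrate added at 50 nM final. Signal read at 0 and 15 min; concentration-response fitted with four-parameter Hill equation.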
# KAT2A inh: inhibitors of human GCN5L2 histone acetyltransferase | actives 0.21% (n = 390,000) | Q92830 | GCN5L2 HAT assay, ThioGlo1 CoA-SH fluorescence | Potency, µM (highest dose often 58.9 µM), for the others: top-dose activity change, negative = inhibition, usual class: inhibitors
#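 Compounds, pin-transferred from DMSO stocks, meet 20nM GCN5L2 for 15 min before the reaction begins with H3(1-25) peptide (75uM) and acetyl-CoA (70uM). Thiol-reactive ThioGlo1 reports CoA release over 20 min at room temperature.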
# DT40 TDP1 CPT: growth inhibition of DT40 Tdp1-/-;hTDP1 cells with camptothecin (screen for TDP1 inhibitors). actives 12% (n = 420,000). AID 686979. chicken DT40 Tdp1-/-;hTDP1 cells + 20 nM CPT, ATP luminescence, 48 h. Potency, µM (highest dose often 46.2 µM), for inactives: at the highest dose activity change, negative = growth inhibition, actives largely listed as inhibitors; note: nearly all actives have a fitted effect of over 55% in size
#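 Cell growth measured by CellTiter-Glo luminescence after a minimum 48 h, 37 C compound exposure with 20 nM CPT in Tdp1-knockout DT40 cells stably expressing hTDP1, seeded 400/well; qHTS titration format.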
# * hit, by the source's call; u = inconclusive; x = no result given; [ ] = dose if it differs, or a comment. Calls come from the whole dose curve; as a rule, active = well fitted curve in the direction sought with a large enough effect; inconclusive = small, poorly fitted or top-dose-only effect, or another doubt; inactive = no such curve, though single readings can be large; an effect the other way counts as inactive or inconclusive. % is set by controls: 0 for no effect and ±100 for the full control effect; potency is the fitted concentration of half-maximal effect. Some of the compounds tested; the hit share may differ from the screen's.
SMILES | KAT2A inh | DT40 TDP1 CPT | FEN1 inh
COc1ccccc1CNC(=O)CCNS(=O)(=O)c1cc(Br)cnc1N | -9% | u | -15%
Nc1nnnn1-c1cccc([N+](=O)[O-])c1 | x | -2% | 6%
COc1ccc(NS(=O)(=O)c2cccc(C(=O)N/N=C/c3c(F)c(F)c(F)c(F)c3F)c2)cc1 | x | 21µM* | -2%
CCOc1ccc(C(=O)CCN2CCCCC2)cc1 | 0% | 21µM* | 9%
COCCNC(=O)Cc1c(C)c2cc3c(cc2oc1=O)OC(C)(C)CC3 | -18% | u | -10%
COc1cccc(NC(=O)CSc2nnc(-c3cccc(OC)c3)o2)c1 | -17% | u | -4%
Cc1cc(C(=O)NN)c2cc(Br)ccc2n1 | 4% | -4% | 6%
COc1cc(CNc2ccc(N3CCCC3)cc2)ccc1OCc1ccccc1 | 40%[activator] | 1.6µM* | 10%
CC(C)c1ccc(NC(=O)Cn2nnc(C(=O)NCc3ccco3)c2N)cc1 | -7% | -7% | -6%
Cc1ccc(Nc2nnc(SCC(=O)N(C)C3CCS(=O)(=O)C3)s2)cc1 (stereo unspecified) | -13% | 3% | -3%
CC1=CS(=O)(=O)CC1Sc1nc2ccccc2[nH]1 (stereo unspecified) | -8% | -19% | 0%
Cc1ccc([N+](=O)[O-])cc1N/C=C1\CCc2ccccc2C1=O | -1% | 21µM* | 0%
Cc1ccc(/C=N/NC(=O)C(O)c2ccccc2)o1 (stereo unspecified) | -4% | 31%[activator] | -11%
COc1ccc(CCNC(=O)CSc2ccc(Br)cc2)cc1OC | -8% | 5% | -14%
CCn1nc(C)c(Br)c1-c1nc(-c2ccc(C)cc2)no1 | -3% | -1% | 6%
COc1ccc(OC)c(CN2CCN(C(=O)c3cccc(S(=O)(=O)Nc4ccc(C)cc4)c3)CC2)c1 | -9% | 26µM* | -10%
COc1ccc(CN(C)C(=O)c2ccccc2OCc2c(C)noc2C)cc1OC | -8% | u | -7%
CC(C)Sc1nc2c(c(=O)[nH]1)C(c1cccs1)C1=C(CC(C)(C)CC1=O)N2 (stereo unspecified) | -5% | u | 7%
Cc1cc(=O)oc2cc(OCC(=O)OCc3nnc(-c4ccccc4)o3)ccc12 | -16% | -12% | -6%
O=C(Cn1ncc2c1-c1ccccc1OC2)N1CCN(c2ccccc2F)CC1 | 2% | u | 16%
Cc1cc(C)c(C(=O)Nc2ccccc2)c(CC(C)(C)C(=O)O)c1 | -2% | -3% | 3%
Cc1c2cnn(CC(=O)NCc3ccc(F)cc3)c(=O)c2c(C)n1Cc1ccccc1F | -14% | u | -7%
O=C(COc1ccc(-c2nnco2)cc1)NC1CCCc2ccccc21 (stereo unspecified) | -3% | u | -4%
CN(C)S(=O)(=O)c1ccc(NC(=O)CN2CCOCC2)cc1 | 26% | -4% | 0%
CCOc1ccc(-c2cc(CCCC(=O)NCCc3ccc(OC)c(OC)c3OC)no2)cc1 | 18% | -27% | 9%
c1ccc(-c2cc(-c3nn4c(-c5ccco5)nnc4s3)c3ccccc3n2)cc1 | -28% | 7.1µM* | -13%
COC(C/C=C/[C@H](O)COCc1ccccc1)OC | -4% | 5% | 4%
Cn1c(SCC(=O)NCCc2ccccc2)ncc(C(=O)Nc2ccccc2)c1=O | 3% | u | -1%
CN(CC(=O)Nc1ccc(Cl)c(C(F)(F)F)c1)C(=O)c1cc(=O)c2ccccc2o1 | 3% | u | -7%
Cc1ccccc1OCC(=O)OC(C)C(=O)NC1CCCC1 (stereo unspecified) | 2% | 5% | 0%

# Rewritten with each value named: entries from further up
smiles: COc1ccc(OC)c(CN2CCN(C(=O)c3cccc(S(=O)(=O)Nc4ccc(C)cc4)c3)CC2)c1
  KAT2A inh: -9%	DT40 TDP1 CPT: 26µM*	FEN1 inh: -10%

smiles: COc1ccc(CN(C)C(=O)c2ccccc2OCc2c(C)noc2C)cc1OC
  KAT2A inh: -8%	DT40 TDP1 CPT: u	FEN1 inh: -7%

# Not a retest: entries from further up.
SMILES | KAT2A inh | DT40 TDP1 CPT | FEN1 inh
COc1ccccc1CNC(=O)CCNS(=O)(=O)c1cc(Br)cnc1N | -9% | u | -15%
Nc1nnnn1-c1cccc([N+](=O)[O-])c1 | x | -2% | 6%
COc1ccc(NS(=O)(=O)c2cccc(C(=O)N/N=C/c3c(F)c(F)c(F)c(F)c3F)c2)cc1 | x | 21µM* | -2%
CCOc1ccc(C(=O)CCN2CCCCC2)cc1 | 0% | 21µM* | 9%
COCCNC(=O)Cc1c(C)c2cc3c(cc2oc1=O)OC(C)(C)CC3 | -18% | u | -10%
COc1cccc(NC(=O)CSc2nnc(-c3cccc(OC)c3)o2)c1 | -17% | u | -4%

# The listing continues:
SMILES | KAT2A inh | DT40 TDP1 CPT | FEN1 inh
CCC(=O)Oc1ccc2c(C)c(Cl)c(=O)oc2c1 | -6% | 1% | 0%
Cn1c(CN2CCCC2)nc2cc(NS(=O)(=O)c3ccccc3)ccc21 | 3% | -15% | 9%
CC1CCc2cc(F)ccc2N1C(=O)C12CCC(C)(C(=O)O1)C2(C)C (stereo unspecified) | -9% | -23% | 1%
O=C(CCCn1nnc2ccccc2c1=O)N[C@@H](Cc1ccccc1)C(=O)O | 0% | 0% | 5%
CC(C)(C)N1C(=O)[C@H]2[C@@H](c3ccc(Br)cc3)N3C(=O)N(c4cccc(Cl)c4)C(=O)[C@@]3(C)[C@H]2C1=O | -9% | u | -21%
CCC(=O)c1ccc(N2CCN(C(=O)COc3ccc(F)cc3)CC2)c(F)c1 | u | 21µM* | -5%
O=C(NCCS(=O)(=O)c1ccc(Br)cc1)c1ccc(Cl)cc1 | 1% | -15% | -16%
CSc1nc(C)c2c(n1)N(c1ccc(F)cc1)CC2 | 7% | -2% | 5%
COCCN1CCC(CNCc2cn(-c3cc(C)ccc3C)nc2-c2ccccc2)C1 (stereo unspecified) | -4% | u | 9%
COc1ccc(CCC(=O)N/N=C/c2ccc3c(c2)OCO3)cc1 | x | 4% | -7%
Cc1ccc(-c2nc(C(=O)O)cs2)cc1 | -15% | 2% | 9%
COc1ccc(N2CCN(C(=S)NC(=O)c3cccs3)CC2)c([N+](=O)[O-])c1 | -2% | u | -3%
COc1ccc(S(=O)(=O)c2nnn(-c3cc(Cl)c(OC)cc3OC)c2C)cc1 | -8% | -4% | -1%
CN1CCC(N(C)S(=O)(=O)c2ccc(NC(=O)COc3ccc(F)cc3)cc2)CC1 | -13% | -16% | 3%
COc1ccc(NC(=O)CSc2nnc(NC(=O)c3ccccc3C(=O)O)s2)cc1 | -1% | 26µM* | 4%
Cc1cc(C(=O)COc2cccc3cccnc23)c(C)n1C | 5% | -23% | -8%
COc1ccc(/C=C/C(=O)Nc2ccc(C(N)=O)cc2)cc1OC | -4% | 26% | 42%
O=C(Nc1cccc2ccccc12)/C(=C/c1cccc([N+](=O)[O-])c1)NC(=O)c1cccs1 | 0% | 4% | -1%
COc1ccc(OC)c(NC(=O)CCN2CCN(c3ccccc3)CC2)c1 | -9% | -13% | -14%
CCOc1ccccc1N1C(=O)CN(Cc2ccc(OC)c(OC)c2)C1=S | -16% | u | -12%
C=CCn1c(C(C)NC(=O)C(C)(C)C)nc2ccccc21 (stereo unspecified) | 1% | -2% | 4%
CC(C(=O)NC1=NCCS1)(C(F)(F)F)C(F)(F)F | 1% | -15% | -2%
Cc1cc(C)n(-c2cccc(C(=O)O)c2)n1 | -5% | 7% | 1%
CN(C)c1cccc2c(S(=O)(=O)N3CCOCC3)cccc12 | -5% | -15% | -10%
Nc1cc(=O)[nH]c(SCC(=O)Nc2cc(S(=O)(=O)N3CCCCCC3)ccc2Cl)n1 | -6% | 4% | 0%
Cn1c2ccccc2c2nnc(SCC(N)=O)nc21 | -4% | -1% | 11%
O=C(O)Cc1ccc(C(=O)CSc2ccccc2)s1 | -24% | -12% | -32%
c1ccc(-c2noc(C3CCCCC3)n2)nc1 | 4% | -13% | 5%
Cc1ccc(CSc2nc(-c3ccc(C(C)(C)C)cc3)nc3cc(=O)[nH]n23)cc1 | -29% | u | -8%
CCOC(=O)C(Oc1ccc(=O)[nH]n1)C(C)=O (stereo unspecified) | -1% | -5% | 7%
CC(=O)c1ccc(N2CCN(CC(=O)Nc3cc(C)on3)CC2)cc1 | 0% | 17% | -19%
Cc1ccc(C)c(S(=O)(=O)N2CCN(C(=O)CNC(=O)c3ccc4ccccc4c3)CC2)c1 | 1% | u | -3%
CC1(C)CC(=O)C(C=NCCN2CCN(C(=S)Nc3ccccc3)CC2)=C(O)C1 | -2% | -1% | 3%
CC(C)CC1NC(=O)N(CC(=O)c2ccc3c(c2)OCCO3)C1=O (stereo unspecified) | -5% | -1% | -10%
COc1ccc(C(=O)NCc2cn3ccccc3n2)cc1 | 2% | -7% | -1%
Cc1nc2c(C)cccn2c(=O)c1NC(=O)c1ccco1 | -10% | -24% | -4%
Cc1oc2cc3oc(=O)c(CC(=O)NCCC(=O)O)c(C)c3cc2c1C | -11% | 11% | 3%
c1coc(-c2nc3n(n2)C2(CCCCC2)[C@@H]2CCCC[C@@H]2N3)c1 | -5% | u | 6%
COc1ccc(C(=O)N/C(=C\c2ccco2)C(=O)OCc2ccco2)cc1 | -24% | -16% | 8%
CCc1ccc(C2C(=O)c3ccccc3C2=O)cc1 | x | -9% | 5%
CC(C)OC(=O)Cn1nnc(-c2ccccc2)n1 | 0% | -2% | 14%
COc1cccc(CNC(=O)C2CCN(S(=O)(=O)c3ccc(C)cc3)CC2)c1 | -2% | -7% | 12%
CC(=O)c1ccc(-c2ccc(C(=O)NC3CCCCCC3)o2)cc1 | -11% | 10% | 9%
Cc1ccc(/C=N/N2CCN(C3c4ccccc4-c4ccccc43)CC2)o1 | -5% | u | -15%
Cc1oncc1C(=O)NC1CCCCC1 | 23% | 3% | 4%
O=C(OCC(=O)N1CCc2ccccc2C1)c1c(F)cccc1Cl | -4% | -24% | 6%
O=C(O)/C=C/C(=O)N(Cc1ccccc1)Cc1ccco1 | 4% | 17% | 11%
CC[C@@]1(C(=O)OC)N[C@H](CN(C)S(=O)(=O)c2ccc(-c3ccccc3)cc2)[C@@H]2C(=O)N(Cc3ccccc3)C(=O)[C@@H]21 | -4% | -15% | 9%
Cn1ccnc1Sc1nc2c(c(=O)n(C)c(=O)n2C)n1C | -2% | -10% | -14%
CCS(=O)(=O)N1CCN(Cc2c[nH]c3ccccc23)CC1 | 3% | u | 6%
COc1cc(/C=C/C(=O)O)cc(S(=O)(=O)NCc2ccco2)c1OC | 0% | -25% | 9%
CCN(CC)S(=O)(=O)c1ccc(-c2nnc(SCC(=O)N3c4ccccc4CC3C)o2)cc1 (stereo unspecified) | -13% | 21µM* | 42%[activator]
Cc1cccc(-c2nc(CN3CCCC(C(=O)NCCc4ccc(Cl)cc4)C3)c(C)o2)c1 (stereo unspecified) | -7% | 16µM* | -30%
CCN(c1ccc(OC)cc1)S(=O)(=O)c1ccc2[nH]c3c(c2c1)CCCCC3 | -26% | x | -22%
Nc1nnc(SCC(=O)Nc2ccc(N3CCOCC3)c(Cl)c2)s1 | 1% | 18µM* | -2%
CC(=O)c1ccc(NC(=O)CSc2nc3c(=O)n(C)c(=O)n(C)c3n2C)cc1 | 1% | 7% | 19%
COc1cccc(-c2cc(C(=O)Nc3cccnc3)no2)c1 | -1% | 21µM* | -11%
CCCSc1nnc2n(C)c(=O)c3c4c(sc3n12)CCC4 | -4% | u | 2%
CCOC(=O)c1c(C)n(-c2ccc(OC)cc2)c2c(C/C(C)=N/O)c(Br)c(OC)c(O)c12 | -4% | 0% | -3%
COc1ccc(C(=O)NNC2=NC(C)(C)Cc3cc(C)c(C)cc32)cc1 | -3% | u | -3%

# (listing goes on)
SMILES | KAT2A inh | DT40 TDP1 CPT | FEN1 inh
N#CCCN(C(=O)COC(=O)C1=NNC(=O)CC1)c1ccccc1 | 0% | 4% | -9%
COc1cccc(CN(C)C(=O)c2ccc3c(=O)n4c(nc3c2)CCC4)c1OC | -30% | 10% | 9%
O=C(NCC1CCCO1)c1ccc(S(=O)(=O)Nc2ccccc2F)cc1 (stereo unspecified) | -4% | 10% | -6%
CSCCC(C(=O)N1CC2(C)CC1CC(C)(C)C2)N1C(=O)c2ccccc2C1=O (stereo unspecified) | -6% | u | 0%
Cc1cccc(OCCCCNCc2ccccc2)c1 | -6% | -14% | -8%
CCOC(=O)c1ccc(NC(=O)Nc2cccc(OCc3cc(=O)n4ccc(C)cc4n3)c2)cc1 | -2% | -27% | -9%
O=c1oc2ccccc2c(Nc2ccc(Cl)cc2)c1[N+](=O)[O-] | -12% | u | -11%
CC1CCCC(C)N1CC(O)COCc1ccccc1 (stereo unspecified) | -4% | -15% | 12%
O=C(Nc1ccc(N2CCOCC2)cc1)c1cc(F)c(F)cc1Cl | -3% | -2% | 17%
CCOc1ccccc1N(C)C(=O)c1c2c(nc3ccccc13)C(=O)N(C1CCCCC1)C2 | 4% | 16µM* | -3%
CCOC(=O)C(C)Oc1ccc(=O)n(-c2ccccc2)n1 (stereo unspecified) | 1% | 3% | -10%
